# NR2E3 ag-1 – agonists of human NR2E3 nuclear receptor; Q9Y5X4; CHO-S Gal4-NCOR/VP16-NR2E3 two-hybrid, luciferase; inhibition of corepressor binding, % at 3.98 µM; 360,000 compounds, 0.35% hits; AID 602229;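 active = inhibition above the mean of all tested compounds plus 3 SD, cut at about 70% in these data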;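 note: 0% = DMSO with NR2E3 transfected cells and 100% = cells lacking NR2E3 construct; higher means lower luciferase signal from less NR2E3 corepressor binding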
# Target sequence (Q9Y5X4 whole entry, looked up, the tested form may be a part): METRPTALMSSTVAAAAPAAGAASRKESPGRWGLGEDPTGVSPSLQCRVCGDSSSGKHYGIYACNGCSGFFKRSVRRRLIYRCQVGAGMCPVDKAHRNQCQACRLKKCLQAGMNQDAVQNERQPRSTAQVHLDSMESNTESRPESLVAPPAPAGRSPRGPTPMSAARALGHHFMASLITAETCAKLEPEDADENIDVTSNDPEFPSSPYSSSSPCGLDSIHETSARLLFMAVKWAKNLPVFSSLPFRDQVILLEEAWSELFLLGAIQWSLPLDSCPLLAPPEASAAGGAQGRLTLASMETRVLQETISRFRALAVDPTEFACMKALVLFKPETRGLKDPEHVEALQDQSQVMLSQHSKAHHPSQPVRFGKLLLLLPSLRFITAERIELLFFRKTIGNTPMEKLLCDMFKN
# hiPSC survival – hiPSC single-cell survival enhancement; survival enhancement, % at 20 µM; 360,000 compounds, 0.044% hits; ATPlite luminescence; 100% = ROCK inhibitor wells, 0% = DMSO; AID 602274; in the data active = survival enhancement above about 18%;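 note: cells exposed to compounds for 16 hours before the ATP read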
# KKLEB cytotox – reduces viability of KKLEB cystic fibrosis airway cells | KKLEB CF airway cells viability, ATPlite luminescence, overnight; active compounds read low; cells stimulated with P. aeruginosa culture filtrate | activity change (cytotoxicity), % at 5 µM | 360,000 compounds, 0.36% hits;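 active = corrected activity change at or below -50% at 5 µM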
# Shn3 3UTR inh – reduces Shn3 3'UTR luciferase signal in osteoblasts. inhibition, % at 12.5 µM. Clone20 osteoblast Shn3 3'UTR firefly luciferase, 24 h. 360,000 compounds, 0.52% hits;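 active = mean inhibition of at least 75% with every replicate also reaching 75%; inconclusive = mean inhibition at least 75% but some replicate below; inactive = mean inhibition below 75%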;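 note: 0% = median of neutral control wells and 100% = pilot-screen positive control compound; some compounds past the cut are filed as inactive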
# LMP1 NFkB inh – inhibitors of Epstein-Barr LMP1-induced NF-kappaB reporter; inhibition, % at 12.5 µM; 350,000 compounds, 0.69% hits; LMP1-induced NF-kappaB luciferase reporter cells, luminescence; in the data active = inhibition above about 41%; inconclusive = no clear call, values can overlap the other calls;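 note: 0% = neutral control wells and 100% = reference inhibitor control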
# HIF-2a inh – inhibitors of HIF-2a; 786-0 RCC cells HIF-2a reporter, luciferase luminescence, overnight; inhibition, % at 18.8 µM; 360,000 compounds, 0.72% hits; AID 624352;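 active = inhibition of the luminescence signal of 40% or more relative to plate controls, in a single-dose primary screen at 18.75 µM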
# Peg3 prom inh – inhibitors of Peg3 promoter; 360,000 compounds, 1.7% hits; HeLa PEG-Prom luciferase reporter, luminescence, overnight; inhibition, % at 20 µM; AID 588405;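 active = inhibition of at least 50% at 20 µM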
# TRPM1 prom inh – MITF TRPM1 promoter inhibition in SK-MEL-5 cells. 330,000 compounds, 0.83% hits. SK-MEL-5 TRPM1 promoter luciferase, 24 h. inhibition, % at 12.5 µM. AID 488899;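 active = mean inhibition across replicates of 60% or more, whatever share of single replicates reaches that level; inconclusive = some that reach 60%, reason not given; inactive = mean inhibition across replicates below 60%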; note: values of inactives mirror those of a sister screen read the other way
# C8 TRAIL sens – sensitizes caspase-8 expressing cells to TRAIL. inhibition (viability loss, TRAIL sensitization), % at 10 µM. 360,000 compounds, 1% hits. NB7+C8 cells + TRAIL, ATPlite viability luminescence;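 active = compounds causing at least 50% loss of cell viability in the single-dose screen, relative to plate controls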
# CF NFkB inh – inhibitors of cystic fibrosis induced NF-kB | KKLEB NF-kB-GFP reporter, PAF-induced, GFP fluorescence overnight | inhibition, % at 5 µM | 360,000 compounds, 0.86% hits;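 active = at least 50% inhibition at 5 µM, scaled per plate between neutral and stimulator controls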;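 note: PAF is a Pseudomonas aeruginosa culture filtrate used as stimulus; plate controls were PAF-stimulated DMSO wells for no effect and unstimulated DMSO wells for full effect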
# NR2E3 ag-2 – activates human photoreceptor nuclear receptor NR2E3. Q9Y5X4. GST-NR2E3/biotin-RetCOR TR-FRET, 1536-well. inhibition of corepressor binding, % at 4.78 µM. 320,000 compounds, 0.12% hits. AID 2300;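 active = percent inhibition above the cutoff of mean plus 3 SD of all tested compounds, set per screening campaign, cut at about 20% in these data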;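 note: 0% = DMSO wells and 100% = biotin wells as full block of FRET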
#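 System: GST-tagged NR2E3 plus biotinylated RetCOR corepressor; Amount: 1.35 nM GST-tagged NR2E3 final; Dosing: single nominal compound dose of 4.8 µM; Schedule: 5 h incubation at 4 °C; Technique: TR-FRET with europium anti-GST and streptavidin-D2, 340 nm excitation; Controls: biotin wells as high control, 0.6% DMSO wells as low control.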
# * marks the source's active call; other numbers are inactive results; u = inconclusive; x = not tested or not shown. Not all compounds are listed; count on the stated rates, not on these rows.
SMILES,NR2E3 ag-1,hiPSC survival,KKLEB cytotox,Shn3 3UTR inh,LMP1 NFkB inh,HIF-2a inh,Peg3 prom inh,TRPM1 prom inh,C8 TRAIL sens,CF NFkB inh,NR2E3 ag-2
Cc1nc(Oc2ccc(S(=O)(=O)N3CCOCC3)cc2Cl)c2c3c(sc2n1)CCCC3,-50,-0.2,-4,16,9,28,28,8,3,-6,2
CCCCCCn1c(CN2CCN(C(=O)c3ccco3)CC2)nc2c1c(=O)n(C)c(=O)n2C,-22,0.1,-3,19,-2,4,0,x,-9,-12,1
O=C(Cc1ccccc1)NNC(=O)Nc1ccc(Cl)c(Cl)c1,-9,-0.5,2,0,9,26,21,-17,-5,34,0
Cc1nnc(SCC(N)=O)n1CC1CCCO1 (centres undefined),-14,7.8,0,-17,-4,4,9,1,-14,-4,-2
COC(=O)c1ccc(CSc2ncnc3c2nnn3-c2ccc(F)cc2)o1,-22,4.3,-8,3,-3,-57,-35,-3,11,12,1
CCCc1ncc(C(O)c2cccc(OC)c2)n1C (centres undefined),-1,0.6,13,-2,-8,4,8,-13,-3,-11,5
COc1cc(CN(C)Cc2nc3cc(C(F)(F)F)ccc3c(=O)[nH]2)ccc1OC(F)F,-13,0.6,0,3,3,23,7,12,-7,12,0
Cc1cc(N)ccc1NC(=O)CN1CCCC1,-32,-0.4,-6,5,-3,12,10,6,1,12,1
COc1ccc(S(=O)(=O)NCc2c(-c3ccccc3)noc2C)c(OC)c1,1,-0.5,12,4,6,20,5,-15,-3,7,2
Cc1ccc(CN2CCCOCCS2(=O)=O)cc1,7,-0.6,3,1,1,4,1,-1,4,-11,-1
CC(=O)Nc1cccc(/C(C)=N/NC(N)=S)c1,-38,0.2,0,-10,-1,-23,-4,-13,-1,7,7
O=c1[nH]ncc(N2CCN(C(c3ccccc3)c3ccccc3)CC2)c1Cl,9,-0.5,16,-16,-17,14,2,-1,-3,-31,4
O=C(CCC1CCCN(C(=O)CCCc2ccccc2)C1)N1CCN(c2ccccn2)CC1 (centres undefined),-33,0.3,6,x,-14,-70,-36,2,0,1,4
Cc1c(NC(=O)/C(C#N)=C/c2ccc(-c3ccccc3Cl)o2)c(=O)n(-c2ccccc2)n1C,35,0.6,13,9,6,-49,22,12,23,1,-7
COc1ccc(CN2CCN(S(=O)(=O)c3ccc(F)cc3)CC2)cc1OC,-32,-1.7,1,9,-1,17,18,14,-1,9,0

# One compound at a time (already shown). Order of values: NR2E3 ag-1	hiPSC survival	KKLEB cytotox	Shn3 3UTR inh	LMP1 NFkB inh	HIF-2a inh	Peg3 prom inh	TRPM1 prom inh	C8 TRAIL sens	CF NFkB inh	NR2E3 ag-2
# `COC(=O)c1ccc(CSc2ncnc3c2nnn3-c2ccc(F)cc2)o1` as listed: -22	4.3	-8	3	-3	-57	-35	-3	11	12	1
# `Cc1nnc(SCC(N)=O)n1CC1CCCO1` (centres undefined) as listed: -14	7.8	0	-17	-4	4	9	1	-14	-4	-2
# `COc1cc(CN(C)Cc2nc3cc(C(F)(F)F)ccc3c(=O)[nH]2)ccc1OC(F)F` as listed: -13	0.6	0	3	3	23	7	12	-7	12	0
# `CCCc1ncc(C(O)c2cccc(OC)c2)n1C` (centres undefined) as listed: -1	0.6	13	-2	-8	4	8	-13	-3	-11	5
# `Cc1nc(Oc2ccc(S(=O)(=O)N3CCOCC3)cc2Cl)c2c3c(sc2n1)CCCC3` as listed: -50	-0.2	-4	16	9	28	28	8	3	-6	2

# Next results follow:
SMILES,NR2E3 ag-1,hiPSC survival,KKLEB cytotox,Shn3 3UTR inh,LMP1 NFkB inh,HIF-2a inh,Peg3 prom inh,TRPM1 prom inh,C8 TRAIL sens,CF NFkB inh,NR2E3 ag-2
Nc1nc(NC2CCCCC2)nc(NCCO)c1[N+](=O)[O-],9,0.3,4,15,-30,-18,27,-8,11,12,1
CC(C)Cn1c(NCCN(C)C)nc2c1c(=O)[nH]c(=O)n2C,-4,-0.9,-5,19,-4,14,15,-1,-3,-6,4
Oc1ccc(N=Nc2n[nH]c(-c3ccc(Br)cc3)n2)cc1,32,-0.1,33,-18,-10,-95,86*,-10,-2,-13,-1
COc1cc2c(cc1OC)C1=C(C#N)CCC(=NC(=O)c3ccco3)N1CC2,1,-1.0,-6,3,3,10,19,15,-4,17,2
Cc1cccc(NC(=O)CN2C(=O)c3ccccc3S2(=O)=O)n1,-14,-0.5,6,-3,6,4,2,1,-16,-4,2
CC(C)Cc1nc2oc3c(=O)[nH]cnc3c2c2c1CCC2,7,2.6,-1,7,-5,20,16,0,-15,-9,-2
O=C(NCCCN1CCN(c2ccccc2F)CC1)C1CCN(S(=O)(=O)N2CCOCC2)CC1,-7,5.0,-5,1,7,9,23,3,-8,-4,2
COc1ccccc1N1CCN(c2ccc3ccccc3n2)CC1,-214,-0.6,-19,-66,-29,-85,-198,-113,48*,-2,6
COc1ccc(CCNC(=O)C2CC(=O)N(C3CCCCC3)C2)cc1OC (centres undefined),-2,0.8,0,7,-1,9,-32,15,3,-12,1
COc1ncnc2c1ncn2CCCNCc1ccc2c(c1)OCO2,-3,1.7,6,-4,5,-1,7,x,-13,9,x
CN1C(=O)[C@@H]2[C@@H]3C[C@@H]([C@H]4ON=C(c5ccc(Cl)cc5)[C@@H]34)[C@@H]2C1=O,-17,-0.3,5,-24,-16,22,13,2,-14,7,-2
COc1ccccc1OCc1nc(-c2cccc([N+](=O)[O-])c2)no1,-38,0.0,20,-9,-10,-155,-91,-41,-1,-24,-1
COc1ccc(NC(C)C(=O)N/N=C/c2ccc([N+](=O)[O-])s2)cc1 (centres undefined),-4,-1.6,-11,-5,-4,4,22,u,16,12,1
O=C(COC(=O)c1ccc(Br)o1)c1ccc(S(=O)(=O)N2CCCCC2)cc1,-31,0.3,12,11,-3,12,-7,3,15,25,4
Cc1cc(F)ccc1NC(=O)c1cccnc1,-37,0.7,-6,-12,-9,4,7,4,2,17,2

# Structures from the list above containing bromine, in the order listed:
SMILES,NR2E3 ag-1,hiPSC survival,KKLEB cytotox,Shn3 3UTR inh,LMP1 NFkB inh,HIF-2a inh,Peg3 prom inh,TRPM1 prom inh,C8 TRAIL sens,CF NFkB inh,NR2E3 ag-2
Oc1ccc(N=Nc2n[nH]c(-c3ccc(Br)cc3)n2)cc1,32,-0.1,33,-18,-10,-95,86*,-10,-2,-13,-1
O=C(COC(=O)c1ccc(Br)o1)c1ccc(S(=O)(=O)N2CCCCC2)cc1,-31,0.3,12,11,-3,12,-7,3,15,25,4

# (cont.)
SMILES,NR2E3 ag-1,hiPSC survival,KKLEB cytotox,Shn3 3UTR inh,LMP1 NFkB inh,HIF-2a inh,Peg3 prom inh,TRPM1 prom inh,C8 TRAIL sens,CF NFkB inh,NR2E3 ag-2
Cc1cc(NC(=O)CSc2nnnn2-c2ccc(C)c(Cl)c2)no1,-32,1.1,8,4,4,7,-19,-5,-10,3,1
CCOC(=O)[C@H]1[C@H]2COc3ccc(Br)cc3[C@@H]2N2C(=O)c3cc(OC)c(OC)cc3NC(=O)[C@@]12C,14,1.3,-4,5,4,10,-13,12,9,-22,1
Cn1nc(C(C)(C)C)cc1N1C(=O)CCC1(C)C(=O)Nc1ccc2c(c1)OCCO2 (centres undefined),-15,0.0,-14,-9,x,-41,-19,x,-2,16,x
CCOC(=O)c1nnn(-c2nonc2-n2cccc2)c1-c1cccc([N+](=O)[O-])c1,4,0.0,-5,9,10,19,22,7,-7,-3,-2
Cc1cc(C[n+]2ccsc2N)c2ncccc2c1,-16,-0.2,-2,22,26,9,2,-5,25,-7,5
O=C(CCCN1C(=O)/C(=C/c2cccc(Br)c2)SC1=S)Nc1ccccn1,2,-4.2,-22,4,23,66*,62*,1,-2,22,-1
CS(=O)(=O)c1ncc(CO)n1Cc1ccccc1,0,-0.5,12,-8,15,8,14,5,-5,-1,3
O=C(Nc1ccccc1N1CCOCC1)C1Cc2ccccc2CN1C(=O)c1ccco1 (centres undefined),-13,-2.8,6,-5,1,2,5,9,-4,-2,0
O=C1C=C(c2ccccc2)C(=O)N1Nc1ccccc1,-23,-0.7,19,46,11,77*,96*,56,-16,45,-3
CCc1nc2ccc(C(=O)Nc3cccc(NS(C)(=O)=O)c3)cn2c1N(CCC(C)C)CCN(C)C,-16,-0.6,-12,2,x,-6,-15,x,8,4,x
O=C(O)CCC(=O)NCC1OCCc2ccccc21 (centres undefined),-2,-0.1,5,-11,-4,16,8,-1,11,0,-1
Cc1cc(C)n2nc(SC(C)C(=O)N(C)c3ccccc3)nc2n1 (centres undefined),-7,2.0,1,18,-3,6,-5,-6,5,2,1
CC1CC2(CC(C)(C(=O)CSc3nc4ccccc4s3)OC2=O)C(=O)O1 (centres undefined),-18,2.3,-5,4,-12,1,-3,11,-3,12,1

# Ordered by number of heavy atoms (largest number first): three of the compounds above.
SMILES,NR2E3 ag-1,hiPSC survival,KKLEB cytotox,Shn3 3UTR inh,LMP1 NFkB inh,HIF-2a inh,Peg3 prom inh,TRPM1 prom inh,C8 TRAIL sens,CF NFkB inh,NR2E3 ag-2
CCc1nc2ccc(C(=O)Nc3cccc(NS(C)(=O)=O)c3)cn2c1N(CCC(C)C)CCN(C)C,-16,-0.6,-12,2,x,-6,-15,x,8,4,x
CCOC(=O)c1nnn(-c2nonc2-n2cccc2)c1-c1cccc([N+](=O)[O-])c1,4,0.0,-5,9,10,19,22,7,-7,-3,-2
CC1CC2(CC(C)(C(=O)CSc3nc4ccccc4s3)OC2=O)C(=O)O1 (centres undefined),-18,2.3,-5,4,-12,1,-3,11,-3,12,1
